MC4R ag barr: MC4R agonists recruiting beta-arrestin, primary screen, cell-based, luminescence, agonist arm of biased-ligand search | 360,000 tested, 0.98% active | Melanocortin receptor 4 (Homo sapiens), P32245 | U2OS MC4R beta-arrestin complementation; percent of melanotan II response, DMSO zero | activation, % at 8.9 µM;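 active means activation above a per-plate cutoff, the mean activation of sample wells on that plate plus 3 SD, cut at about 8% in these data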
Target sequence (P32245 whole entry, looked up): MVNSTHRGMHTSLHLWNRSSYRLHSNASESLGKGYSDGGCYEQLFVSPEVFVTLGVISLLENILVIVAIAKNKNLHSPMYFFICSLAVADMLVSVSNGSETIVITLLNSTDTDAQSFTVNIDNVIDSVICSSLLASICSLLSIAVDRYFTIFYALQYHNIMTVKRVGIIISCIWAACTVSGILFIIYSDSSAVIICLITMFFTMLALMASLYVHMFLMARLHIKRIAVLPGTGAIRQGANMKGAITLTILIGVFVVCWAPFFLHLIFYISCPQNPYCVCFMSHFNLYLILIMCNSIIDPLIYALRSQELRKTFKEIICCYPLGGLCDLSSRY
m5-HT2A agonist: mouse Htr2a agonists via beta-arrestin recruitment, primary screen, cell-based, luminescence; activation, % at 7.6 µM; CHO-K1 mHTR2A beta-arrestin complementation; percent of 30 µM serotonin response; 360,000 tested, 0.66% active; 5-hydroxytryptamine receptor 2A (Mus musculus), P35363;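 active means activation above a run cutoff, the mean activation of all tested compounds plus 3 SD, cut at about 14% in these data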;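 further: 0% = plate median of compound wells and 100% = 30 µM serotonin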
Target sequence (P35363 whole entry, looked up): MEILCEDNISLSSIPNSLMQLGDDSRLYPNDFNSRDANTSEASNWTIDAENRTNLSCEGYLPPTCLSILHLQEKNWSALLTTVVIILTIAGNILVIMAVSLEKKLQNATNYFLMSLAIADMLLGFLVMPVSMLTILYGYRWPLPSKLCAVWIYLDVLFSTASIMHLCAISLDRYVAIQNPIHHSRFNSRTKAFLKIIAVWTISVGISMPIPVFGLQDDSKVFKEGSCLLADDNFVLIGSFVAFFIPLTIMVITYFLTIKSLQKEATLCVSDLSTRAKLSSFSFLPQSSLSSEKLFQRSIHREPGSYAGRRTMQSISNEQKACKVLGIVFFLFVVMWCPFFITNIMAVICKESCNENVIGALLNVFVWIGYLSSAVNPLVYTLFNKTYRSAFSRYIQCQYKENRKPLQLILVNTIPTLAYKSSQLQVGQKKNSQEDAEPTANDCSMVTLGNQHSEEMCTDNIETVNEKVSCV
iPSC survival up: enhancers of single-cell hiPSC survival, primary screen, ATPlite luminescence | survival enhancement, % at 20 µM | 100% = ROCK inhibitor wells, 0% = DMSO | 360,000 tested, 0.044% active | AID 602274, 2012; in the data active means survival enhancement above about 18%;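 further: cells exposed to compounds for 16 hours before the ATP read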
Cardio protect: cardioprotection against H2O2-induced cell death, primary screen, uHTS, H9c2 cells, ATPLite luminescence | 360,000 tested, 0.63% active | protection from H2O2 cell death, % at 20 µM | H9c2 cardiomyocytes, H2O2 injury protection, 2 h;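 active means compounds giving at least 50% protection of heart cells from peroxide-induced death in the single-dose screen, raw or plate-pattern-corrected value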;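 further: 0% = DMSO wells with peroxide and 100% = DMSO wells without peroxide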
aDG glyco act: activators of alpha-DG glycosylation, primary screen, uHTS, Pro5-aDG cells, AlphaScreen; alpha-DG glycosylation AlphaScreen (IIH6); 0% Pro5, 100% B10-LARGE cell signal; 360,000 tested, 0.22% active; activation, % at 10 µM;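 active means activation of at least 8% versus controls, or a plate z-score of at least 8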;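 further: Pro5 are CHO cells carrying HIG-tagged alpha-DG that lacks glycosylation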
ABCB6 inh 2: ABCB6 transporter inhibitors, primary screen, K562-ABCB6 cells, flow cytometry, MLPCN library | ATP-binding cassette sub-family B member 6 (Homo sapiens), Q9NP58 | fluorescence ratio to DMSO, % at 10 µM | K562-ABCB6 porphyrin accumulation, 1 h; hits give low values | 360,000 tested, 0.19% active;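 active means fluorescence ratio to DMSO below 75%, the collection mean minus 3 SD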;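 further: signal is porphyrin accumulated inside mitochondria; 100% equals median channel fluorescence of DMSO control wells; lower ratio means ABCB6 inhibition with less porphyrin fluorescence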
Granule exo inh: LAMP-1 surface exposure blockers, TALL-104 cells – cell-based, flow cytometry, MLPCN library, primary screen; TALL-104 LAMP-1 surface exposure; cells stimulated with thapsigargin and PMA; 360,000 tested, 0.66% active; inhibition, % at 10 µM; AID 651702, 2012;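 active means inhibition above about 55%, limit read from the data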
Glyco luc inh: increase of ERlucT glycosylation luciferase signal, primary screen, N-linked glycosylation inhibitor project, D54 ERlucT cells, luminescence, set 2; AID 588692, 2011; reporter increase, % at 12.5 µM; D54 ERlucT glycosylation luciferase reporter, 24 h; percent of 100 nM tunicamycin response; 360,000 tested, 0.23% active;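 active means mean luciferase reporter signal, scaled so untreated is 0 and the glycosylation-blocking control 100, at or above a set limit in every replicate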;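 further: luciferase carries N-glycosylation sites so blocking glycosylation raises the light; 0% = median of neutral control wells and 100% = median of 100 nM tunicamycin wells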
ABHD5-PLIN5 inh: ABHD5-PLIN5 interaction inhibitors, primary screen, cell lysate, split luciferase complementation, luminescence. AID 602281, 2012. inhibition, % at 4 µM. Perilipin-5 (Homo sapiens) + 1-acylglycerol-3-phosphate O-acyltransferase ABHD5 (Homo …. 360,000 tested, 0.78% active. Split G. princeps luciferase complementation, 4 h;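 active means inhibition above the mean inhibition across every tested compound plus 3 SD, cut at about 22% in these data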;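 further: 0% = DMSO only wells and the 100% control is not disclosed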
MC4R antag cAMP: MC4R antagonists of cAMP signaling, primary screen, cell-based, TR-FRET, antagonist arm of biased-ligand search; Melanocortin receptor 4 (Homo sapiens), P32245; MC4R-expressing cells, MTII-stimulated cAMP, LANCE TR-FRET; inhibition, % at 6.5 µM; 360,000 tested, 0.48% active; AID 540295, 2011;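 active means inhibition above its plate's cutoff, the mean of tested wells on that plate plus 3 SD, cut at about 29% in these data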;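 further: 0% = Melanotan II alone and 100% = Melanotan II plus saturating MCL0020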
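System: U2OS cells stably expressing human melanocortin 4 receptor (MC4R). Reagent: Melanotan II challenge after compound preincubation. Doses: 6.5 µM. Times: 30-min compound, 1-h challenge, 1-h detection, room temperature. Measured by: TR-FRET with Eu-cAMP and labeled anti-cAMP, 671 nm. Replicates: singlicate.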
Numbers without * were called inactive; · = not tested or not shown.

SMILES | MC4R ag barr | m5-HT2A agonist | iPSC survival up | Cardio protect | aDG glyco act | ABCB6 inh 2 | Granule exo inh | Glyco luc inh | ABHD5-PLIN5 inh | MC4R antag cAMP
NS(=O)(=O)c1cccc(NC(=O)COC(=O)CC2CC3CCC2C3)c1 (stereo not drawn) | -0.5 | -1 | -2.2 | -7 | 0.1 | 101 | -3 | 1 | 1 | 20
COc1ccc2nc(NC(=O)Cc3cccs3)sc2c1 | -1.1 | 0 | 3.3 | -22 | 0.2 | 105 | 0 | -2 | 1 | 3
C/C(=N\N=C(N)N)c1cc(Cl)ccc1Cl | -3.2 | -3 | -3.1 | -10 | 0.6 | 92 | 35 | 0 | -4 | 5
O=C(CN(Cc1ccccc1)C(=O)c1cc2c(s1)CCC2)NCc1cccs1 | 0.7 | -1 | -2.8 | 1 | 0.1 | 96 | 8 | -1 | 8 | 9
CCOC(=O)C1CCN(S(=O)(=O)c2cn(C)c(C)n2)CC1 | -3.6 | 1 | -0.5 | -10 | 2.1 | 96 | 0 | · | 1 | -3
CCCCOc1cccc(/C=C(\C#N)C(=O)NC2CC2)c1 | -1.9 | -4 | -0.4 | 6 | 0.8 | 99 | 5 | 1 | 13 | -6
Cc1cc(C)nc(/N=C(\N)Nc2ccc(OCc3ccccc3)cc2)n1 | -0.5 | -2 | -3.2 | -34 | 6.4 | 90 | 0 | 48* | 9 | -8
C[C@@H]1CN([C@@H](C)CO)S(=O)(=O)c2ccc(-c3ccccc3)cc2O[C@@H]1CN(C)Cc1ccccc1C(=O)O | -2.8 | 19* | 0.8 | -4 | 2.6 | 103 | 2 | 3 | 5 | 3
Cc1cc(C(F)F)n2ncc(C(=O)NCc3ccccc3C(F)(F)F)c2n1 | -2.7 | 4 | 5.3 | -15 | 0.9 | 88 | -2 | -2 | 2 | -14
O=C(CN(CCCN1CCOCC1)C(=O)Cn1nnc(-c2ccc(F)cc2)n1)NC1CCCCC1 | -1.4 | -1 | 4.5 | 2 | -0.1 | 98 | -3 | -3 | 0 | 0
O=C(NCCOC(=O)c1ccccc1C(=O)OCCNC(=O)c1cccnc1)c1cccnc1 | -2.3 | 2 | -1.0 | 2 | 0.0 | 79 | 3 | 1 | -3 | -2
CC(=O)c1cccc(NC(=O)c2cccc3c(-c4cnn(C)c4)coc23)c1 | 6.2 | 10 | 4.1 | 47 | -0.3 | 91 | -1 | 6 | -2 | 19
S=c1[nH]nc(-c2ccc3c(c2)OCO3)n1-c1ccccc1 | 1.3 | 7 | -0.8 | 0 | 0.4 | 85 | -2 | 1 | -1 | 2
Cc1cc2c(cc1S(=O)(=O)N(C)Cc1ccccc1)n(C)c(=O)c(=O)n2C | -0.4 | 0 | 4.1 | 36 | 0.2 | 100 | 3 | 3 | -6 | 6
CCCc1nc2ccccc2n1CCc1ccccc1 | -1.6 | -6 | -0.8 | -3 | 0.2 | 94 | -3 | 0 | -2 | 4
COc1ccc2[nH]c(=O)c(C(c3nnnn3C3CCCC3)N3CCN(Cc4ccc5c(c4)OCO5)CC3)cc2c1 (stereo not drawn) | -0.6 | -5 | -2.4 | 2 | 0.3 | 96 | -2 | -2 | -1 | -4
COc1ccc(C2CC2/C(=N/O)c2ccccn2)cc1 (stereo not drawn) | 3.2 | 1 | 2.6 | 11 | 0.1 | 110 | -4 | -1 | -5 | 9
CCc1ccccc1NC(=O)C(C#N)Cc1cccnc1 (stereo not drawn) | -1.0 | -2 | -2.9 | 3 | -0.2 | 97 | -8 | 2 | 1 | -3
COc1ccc(NC(=O)/C(C#N)=C/c2ccc(Br)o2)cc1 | -0.5 | 2 | 1.2 | 11 | 0.2 | 99 | 0 | 2 | 9 | -7
COc1ccc(/C=C2/C(=O)ON=C2c2ccccc2)cc1OC | 0.2 | 5 | 0.2 | 4 | 0.0 | 96 | 4 | 9 | 13 | -1
Cc1ccc(NC(=O)CNC(=O)Cc2cccc3ccccc23)nc1 | -1.1 | -2 | -0.1 | 5 | 0.0 | 104 | -5 | 1 | 0 | -1
CN(CC(=O)Nc1c(Cl)cccc1Cl)C(=O)CCc1nc2sc3c(c2c(=O)[nH]1)CCCC3 | -4.2 | -9 | 0.1 | 2 | 0.1 | 95 | 0 | 1 | 1 | 2
CN(C)c1ccc(N/C=C/C(=O)C(F)(F)F)cc1 | -0.8 | 2 | -0.3 | -8 | -0.1 | 100 | 0 | 10 | 18 | -12
CCN(C[C@H]1N[C@@](Cc2ccccc2)(C(=O)OC)[C@H]2C(=O)N(C)C(=O)[C@@H]12)C(=O)Nc1ccc(C)cc1 | -0.1 | 6 | 2.8 | 3 | 0.2 | 96 | -2 | 0 | 0 | 2
COCCN(Cc1cc2cccc(C)c2n2nnnc12)C(=O)C(F)(F)F | -0.9 | 2 | -0.8 | 1 | 0.0 | 101 | 0 | 0 | -6 | 8
Further records follow.
SMILES | MC4R ag barr | m5-HT2A agonist | iPSC survival up | Cardio protect | aDG glyco act | ABCB6 inh 2 | Granule exo inh | Glyco luc inh | ABHD5-PLIN5 inh | MC4R antag cAMP
CCC1(C)C(Nc2c(C)cccc2C)=NC(=S)N1c1ccc(NC(C)=O)cc1 (stereo not drawn) | 4.2 | 10 | -0.9 | 11 | -0.3 | 98 | 6 | 0 | 10 | 11
CCOc1ccccc1N(CC(=O)NC1CCCCC1)C(=O)c1nsc(Cl)c1Cl | -1.0 | -4 | 3.3 | -6 | 0.7 | 88 | 3 | -7 | -11 | 0
CC1(Cc2c(Cl)cccc2Cl)C(=O)Nc2cc(-c3ccccc3Cl)ccc21 (stereo not drawn) | -0.3 | 0 | -1.6 | 11 | 0.2 | 103 | 7 | -1 | -6 | 9
CCc1ccc(NC(=O)CCCn2nc(CC)n3c(cc4occc43)c2=O)cc1 | -1.4 | -1 | 0.1 | -4 | 0.2 | 106 | 1 | 0 | 0 | -3
O=C(c1cc(F)ccc1F)C1CCCN(C(=O)CCCN2CCCCC2=O)C1 (stereo not drawn) | -1.5 | 0 | 2.9 | -2 | 0.2 | 100 | 0 | 0 | -5 | 2
CCOC(=O)c1c(C)n(S(=O)(=O)c2ccc(C)cc2)c2ccc(O)c(C(=O)O)c12 | -0.9 | 3 | -0.5 | 0 | -0.1 | 89 | 4 | 2 | 0 | 12
O=C(CNCc1cccs1)Nc1cc(S(=O)(=O)N2CCCC2)ccc1Cl | 4.7 | 17* | 0.0 | -9 | 0.1 | 96 | 8 | -1 | 1 | 5
CCOc1ccc(-c2n[nH]c(C)c2-c2ccccn2)c(O)c1 | 2.5 | 1 | 0.3 | -7 | -0.1 | 102 | -2 | 0 | 0 | 5
CCOc1ccc(CCNS(=O)(=O)c2c(C)nc3scc(C)n3c2=O)cc1OCC | 1.8 | 3 | -0.3 | 0 | 0.1 | 99 | -5 | 1 | 4 | -12
COc1ccc(NC(=O)c2[nH]c(C)c(C(C)=O)c2C)cc1S(=O)(=O)Nc1ccc(Br)cc1 | 2.3 | -10 | -0.7 | 23 | -0.2 | 95 | 15 | 8 | 12 | 11
CC(c1ccco1)N(C(=O)c1ccc(Cl)c([N+](=O)[O-])c1)c1ccccn1 (stereo not drawn) | -0.2 | 5 | -0.4 | -3 | 0.2 | 98 | 2 | -5 | 4 | 18
COc1cccc(C(NC(C)=O)c2nc(-c3ccccc3)cs2)c1 (stereo not drawn) | 0.4 | 2 | -1.0 | 5 | 0.2 | 98 | 3 | 7 | 8 | 1
Cc1cc(C)cc(NC(=O)c2cccc(NC(=O)C3C4CC5OC(=O)C3C5C4)c2)c1 (stereo not drawn) | -1.1 | 2 | 3.4 | 10 | 0.2 | 101 | -4 | -1 | -1 | -3
CN1CCN(C(=O)C2=C[C@H](C3CC3)C[C@H](OCc3ccc(CO)cc3)O2)CC1 | 0.1 | 0 | 0.9 | 4 | -0.2 | 174 | -5 | 3 | -12 | 0
Nc1nc(SCc2ccc(Cl)cc2Cl)nc2nc3c(cc12)CCCC3 | 4.0 | 1 | -1.8 | -28 | 0.3 | 110 | -2 | -3 | -11 | -3
Cc1ccc(Nc2cccccc2=O)cc1 | -2.2 | -6 | -0.8 | -2 | -0.2 | 88 | 6 | -4 | 8 | -6
O=C(COC(=O)c1ccc2c(c1)OCCO2)NCc1ccccc1 | -3.4 | -2 | 2.5 | 4 | 0.0 | 102 | 6 | 3 | 0 | 9
Cc1ccc(NC(=S)Nc2c(C)n(C)n(-c3ccccc3)c2=O)cc1Cl | 0.7 | -2 | -0.5 | 8 | -0.1 | 100 | 2 | 0 | -3 | 17
Cc1ccc(/C=N/Nc2nc(Cl)c(Cl)cc2Cl)s1 | -1.0 | -4 | -0.1 | -4 | -0.2 | 89 | 2 | 1 | -2 | 0
CC(=O)OC(c1nc2ccccc2c(=O)n1C1CC2(OC1=O)c1ccccc1N1C(=O)C(C)(C)N(O)C12)C(C)C (stereo not drawn) | 1.2 | 7 | -1.5 | 0 | -0.3 | 105 | 6 | 5 | -2 | 6
Cc1cc([N+](=O)[O-])nn1Cn1nc([N+](=O)[O-])cc1C | 0.8 | 3 | -1.2 | -12 | -0.1 | 105 | -2 | 2 | -1 | 0
CCN1CCN(C(c2ccccc2)c2nnnn2Cc2ccccc2)CC1 (stereo not drawn) | -1.4 | -5 | -1.7 | 4 | -0.2 | 101 | 1 | -4 | -2 | 6
COc1ccc(C(CNC(=O)c2ccc(OCc3cscn3)cc2)N2CCCC2)cc1 (stereo not drawn) | -0.9 | 0 | -0.3 | 14 | 0.0 | 97 | 1 | -7 | 4 | 8
CCc1ccccc1NC1=NCC(=O)N1C1CCCCC1 | -0.5 | -3 | -1.2 | -5 | -0.1 | 91 | 6 | 1 | 2 | 4

Some of these compounds in order of count of non-hydrogen atoms, low to high:
SMILES | MC4R ag barr | m5-HT2A agonist | iPSC survival up | Cardio protect | aDG glyco act | ABCB6 inh 2 | Granule exo inh | Glyco luc inh | ABHD5-PLIN5 inh | MC4R antag cAMP
Cc1cc([N+](=O)[O-])nn1Cn1nc([N+](=O)[O-])cc1C | 0.8 | 3 | -1.2 | -12 | -0.1 | 105 | -2 | 2 | -1 | 0
Nc1nc(SCc2ccc(Cl)cc2Cl)nc2nc3c(cc12)CCCC3 | 4.0 | 1 | -1.8 | -28 | 0.3 | 110 | -2 | -3 | -11 | -3
O=C(CNCc1cccs1)Nc1cc(S(=O)(=O)N2CCCC2)ccc1Cl | 4.7 | 17* | 0.0 | -9 | 0.1 | 96 | 8 | -1 | 1 | 5
Cc1cc(C)cc(NC(=O)c2cccc(NC(=O)C3C4CC5OC(=O)C3C5C4)c2)c1 (stereo not drawn) | -1.1 | 2 | 3.4 | 10 | 0.2 | 101 | -4 | -1 | -1 | -3

Screening data as filed in PubChem.
